From PubChem
Pf growth 96h: Primary qHTS for delayed death inhibitors of the malarial parasite plastid, 96 hour incubation | P. falciparum luciferase reporter growth, 96 h | Potency, µM (doses to about 28.7 µM), inactives show at the top dose activity change, negative = inhibition, hits mostly inhibitors | 6.9% of 320,000 active; also: potency is read from the fitted curve at half-maximal effect; % is scaled to controls: 0 for no effect and ±100 for the full control effect
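P. falciparum expressing integrated firefly luciferase, in erythrocytes at 2% hematocrit, 0.05% parasitemia, incubated with compounds 96 h at 37 C, 5% CO2. Growth inhibition read as loss of luminescence; two-generation exposure targets delayed-death apicoplast inhibitors.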
Pf growth 48h: Primary qHTS for delayed death inhibitors of the malarial parasite plastid, 48 hour incubation; AID 504832, 2011; 5.9% of 310,000 active; Potency, µM (top dose mostly 28.7 µM), inactives show top-dose activity change, negative = inhibition, usual class: inhibitors; P. falciparum luciferase growth in erythrocytes, 48 h; also: potency is read from the fitted curve at half-maximal effect; % is scaled to controls: 0 for no effect and ±100 for the full control effect
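Here the parasites carry a stable luciferase gene and grow inside erythrocytes in Albumax-based RPMI medium with compound for one erythrocytic cycle. Activity is scored as loss of luminescent signal.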
Cycloheximide cs: Cycloheximide Counterscreen for Small Molecule Inhibitors of Shiga Toxin; max response, %; cell reporter, cycloheximide protein synthesis inhibition counterscreen; 12% of 300,000 active; in the data active = max response mostly above about 13%, no sharp cut-off; inactive = mostly below about 14%; also: read at 38.3 µM for the half of the compounds with a filed dose; 0% is about no effect
HCV inh: qHTS Assay for Inhibitors of Hepatitis C Virus (HCV); Huh7.5.1 HCVcc-Cre infection, luciferase reporter, 44 h; Potency, µM (top dose mostly 41.8 µM), for inactives: at the top dose activity change, negative = inhibition, most hits filed as inhibitors; 3.4% of 340,000 active; AID 651820, 2012; also: potency is read from the fitted curve at half-maximal effect; % is scaled to controls: 0 for no effect and ±100 for the full control effect
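Cells seeded at 1,000/well and cultured 4 h, then compounds added followed by HCVcc-Cre virus (~0.5 moi). After 44 h further culture, luciferase substrate was added, plates held 15 min at room temperature, and luminescence read for 15 sec.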
Shiga toxin inh: A qHTS for Small Molecule Inhibitors of Shiga Toxin; Vero cells, Shiga toxin protein synthesis inhibition reporter; inhibition, % at 38.7 µM; 9.2% of 290,000 active; in the data active = inhibition mostly above about 28%, no sharp cut-off; inactive = mostly below about 43%; also: 0% is about no effect
Giardia FBPA inh: qHTS Assay for Inhibitors of Fructose-1,6-bisphosphate Aldolase from Giardia Lamblia; purified Giardia FBPA; Potency, µM (doses to about 59.6 µM), for the others: at the top dose activity, negative = inhibition, most hits filed as inhibitors; 0.71% of 290,000 active; AID 2451, 2010; also: potency is read from the fitted curve at half-maximal effect; % is scaled to controls: 0 for no effect and ±100 for the full control effect; nearly all actives have a fitted effect of over 55% in size
Target sequence (A8B2U2 whole entry, looked up): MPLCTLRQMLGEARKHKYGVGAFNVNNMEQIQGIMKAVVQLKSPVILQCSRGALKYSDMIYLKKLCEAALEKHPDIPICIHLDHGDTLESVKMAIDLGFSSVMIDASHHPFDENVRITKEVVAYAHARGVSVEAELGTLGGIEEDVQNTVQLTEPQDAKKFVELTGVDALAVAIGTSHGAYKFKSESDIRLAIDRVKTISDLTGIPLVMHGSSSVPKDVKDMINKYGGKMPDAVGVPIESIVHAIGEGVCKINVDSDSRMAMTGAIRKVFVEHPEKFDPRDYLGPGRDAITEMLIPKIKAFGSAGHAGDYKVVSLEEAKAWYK
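Giardia FBPA (40 nM reagent) was preincubated 10 min at RT with compound (up to 57.5 uM final), then substrate plus GAPDH/TPI/NAD/arsenate coupling system with diaphorase/resazurin was added; resorufin fluorescence (525/598 nm) was read after 20 min.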
* = called active by the depositor; ? = inconclusive; . = no result given; & = joins results of further samples; [ ] = remark or other dose. Unless noted, calls follow the shape of the dose curve; as a rule, active = well fitted curve in the direction sought with a large enough effect; inconclusive = small, poorly fitted or top-dose-only effect, or another doubt; inactive = no such curve, though single readings can be large; an effect the other way counts as inactive or inconclusive.

canonical_smiles | Pf growth 96h | Pf growth 48h | Cycloheximide cs | HCV inh | Shiga toxin inh | Giardia FBPA inh
CCOc1ccc(N(C)S(=O)(=O)c2ccc(-c3ccc(=O)[nH]n3)s2)cc1 | 12µM* | -9% | -3 | 21% | -5 | .
COc1cc(OC)cc(C(=O)NCCC(c2ccccc2)c2ccccc2)c1 | ? | ? | 5 | 14µM* | 17 | -11%
C=CCn1c(SCC(=O)NC(=O)NC2CCCC2)nnc1C1CCCCC1 | ? | -13% | -1 | -5%&8% | 3 | 1%
Cc1ccc(C)c(C(=O)N2CCN(c3ncccn3)CC2)c1 | -1% | 17% | 0 | 16% | -9 | -9%
COc1ccc(C(=O)NC(=S)NNC(=O)c2ccccc2O)cc1 | 18% | 0% | 13 | -20% | 24 | ?
O=C(NCc1ccccc1)C(=O)Nc1nc(C23CC4CC(CC(C4)C2)C3)cs1 | -29% | ? | -2 | ? | -3 | 8%
O=[N+]([O-])c1ccc(/C=N/Nc2ccc3ccccc3c2)o1 | -21% | -9% | 58* | -9% | 126* | -15%
Cc1ccc2c(CN(C)Cc3cccc(F)c3)cc(=O)oc2c1C | 3% | -8% | 22* | ? | 55 | 10%
COCCSc1ccccc1C(=O)Nc1ccccc1C(C)C | ? | -24% | -2 | 6% | -2 | 0%
NS(=O)(=O)c1ccc(NC(=O)COC(=O)C2(c3ccccc3F)CCCC2)cc1 | 14% | -9% | -1 | ? | -10 | -5%
CCN(CCCNC(=O)C1CCC(=O)N1Cc1ccc(C)cc1)c1cccc(C)c1 (configuration not stated) | . | 28% | -3 | ? | -12 | -5%
Cc1cc(C)nc(Nc2nc3ccccc3s2)n1 | 1.7µM* | 155%[activator] | 39* | 29% | 59* | 3%
COc1cccc(NC(=O)c2cnc[nH]2)c1 | 0% | 64%[activator] | 33* | 7% | 41* | 4%
CC1S/C(=N/N=C2CCCCC2)NC1=O (configuration not stated) | . | 19% | 30* | 13% | 33 | 0%
CCN1CCN(c2ccc(NC(=O)c3ccc([N+](=O)[O-])o3)cc2Cl)CC1 | ? | ? | 23* | ? | -20 | -20%
CC(C)C[C@H](NC(=O)CN(C)C(=O)[C@H](Cc1ccccc1)NC(=O)[C@H](Cc1ccccc1)NC(=O)[C@H](CCC(N)=O)NC(=O)[C@H](CCC(N)=O)NC(=O)[C@@H]1CCCN1C(=O)[C@H](CCCCN)NC(=O)[C@@H]1CCCN1C(=O)[C@@H](N)CCCN=C(N)N)C(=O)N[C@@H](CCS(C)(=O)=O)C(N)=O | . | . | 5 | . | 19 | 3%
CCCn1nnc(NC(=O)c2cc(Br)cc(Br)c2OC)n1 | -11% | 9% | -7 | -23% | -8 | -3%
Nc1nc(SCC(=O)Nc2ncc(Cl)cc2Cl)n[nH]1 | 8% | 10% | . | 1% | . | .
Cc1ccc(CSCC(=O)NCc2ccc3c(c2)OCO3)cc1 | -11% | 23% | -1 | 15% | -6 | -3%
Cc1cc(NC(=O)CSc2ccc3nnc(-c4ccc(F)cc4)n3n2)no1 | 217%[activator] | ? | 1 | ? | 6 | -4%

Two of these compounds, reformatted:
Below each SMILES – Pf growth 96h	Pf growth 48h	Cycloheximide cs	HCV inh	Shiga toxin inh	Giardia FBPA inh
> Cc1cc(C)nc(Nc2nc3ccccc3s2)n1
    1.7µM*	155%[activator]	39*	29%	59*	3%
> CCN1CCN(c2ccc(NC(=O)c3ccc([N+](=O)[O-])o3)cc2Cl)CC1
    ?	?	23*	?	-20	-20%

Further compounds.
canonical_smiles | Pf growth 96h | Pf growth 48h | Cycloheximide cs | HCV inh | Shiga toxin inh | Giardia FBPA inh
CC1=C[C@H]2[C@]3(O)C(C=C(CO)C[C@]2(O)C1=O)[C@@H]1C(C)(C)[C@]1(O)[C@H](O)[C@H]3C (some centres not stated) | . | . | -5 | . | -4 | 3%
CCOC(=O)C1(Cc2ccccc2C)CCCN(C(=O)CCc2cccnc2)C1 (configuration not stated) | 0% | ? | 32* | ? | 33* | -4%
CCOC(=O)CSc1n[nH]c(NC(=O)c2ccc(F)cc2)n1 | -35% | -20% | -6 | 4% | -9 | 6%
CCC(=O)Nc1nnc(-c2cccs2)s1 | 35%[activator] | 5% | 14 | 13% | 9 | 5%
COc1cccc(CC(=O)OCC(=O)N(C)CC(=O)Nc2ccccc2Cl)c1 | ? | ? | . | 3% | . | .
Cc1ccc(NS(=O)(=O)c2ccc(C(=O)N3CCCC(C(F)(F)F)C3)cc2)cc1 (configuration not stated) | 14% | ? | . | -10%[8.37 µM] | . | .
COc1ccccc1NC(=O)c1ccc(NC(=O)CN(C)Cc2ccccc2F)cc1 | -7% | 450%[activator] | 8 | ? | -2 | -6%
CC(Oc1ccc2c(-c3ccccc3)cc(=O)oc2c1)C(=O)NCCCN1CCOCC1 (configuration not stated) | ? | 6% | 5 | 4% | -1 | .
Cc1cccc(N2CCN(C(=O)CCn3c(=O)[nH]c4ccccc4c3=O)CC2)c1C | 263%[activator] | ? | -4 | ? | -13 | 1%
O=C1CN(C(=O)COC(=O)c2ccccc2NCc2ccco2)c2ccccc2N1 | . | -18% | 0 | ? | -17 | -1%
COc1ccc(OCC(=O)N2c3ccc(C)cc3C3CN(C)CCC32)cc1 (configuration not stated) | -9% | 0% | 7 | 2% | -3 | 0%
COc1ccc(-c2n[nH]c(=S)n2Cc2ccccc2)cc1OC | 122%[activator] | 6% | -6 | 15% | -14 | 29%
Cc1scc(C(=O)NNC(=S)NC(C)c2ccccc2)c1C (configuration not stated) | 1% | 7% | 0 | -14% | 18 | 5%
CC(NC(=O)C(=O)NCCN1CCN(C(=O)c2ccc([N+](=O)[O-])cc2)CC1)c1ccccc1 (configuration not stated) | 13% | ? | -4 | -17% | -3 | 6%
O=C(O)c1ccn2c(C(=O)c3ccccc3)c(-c3ccccc3)cc2c1 | 0% | 24% | -3 | 11% | -3 | 26%
COC(=O)/C(C#N)=C(/Nc1ccc(F)c(Cl)c1)C(F)(F)F | 0% | 12% | 6 | 8% | 15 | -5%
CCOc1ccc(CN(C)C(=O)CNC(=O)C2CCCCC2)cc1 | ? | 0% | 1 | -12% | 14 | .
O=C(CSc1nc(-c2ccncc2)nn1CC(=O)N1CCCCC1)NC1CCCC1 | -18% | -8% | -1 | 0% | -3 | 0%
CCN(CC(=O)Nc1ccc2c(c1)OCCO2)C(=O)c1cc(=O)[nH]c2ccccc12 | 7% | -1% | . | 11% | . | .
O=C(CN1CCN(c2ccccn2)CC1)N(c1ccccc1)c1ccc2ccccc2c1 | 5.2µM* | 12µM* | -3 | -14% | -5 | -3%
COc1ccc(C(=O)NCCN2CCOCC2)c(OC)c1 | ? | 30% | 4 | 9% | 25 | 1%
Cc1cc(=O)oc(C)c1C(=O)NCC(C)NC(=O)c1c(C)cc(=O)oc1C (configuration not stated) | . | 7% | 7 | 12% | -19 | -3%
O=C(c1cccnc1)N1CCN(c2ccc([N+](=O)[O-])cc2Cl)CC1 | 32%[activator] | 20% | -2 | 1% | -12 | 0%
CC1Cc2ccccc2N1S(=O)(=O)c1cccc(C(=O)N2CCN(c3ncccn3)CC2)c1 (configuration not stated) | ? | ? | -2 | ? | -22 | -3%
CC1(C)CC(C(N)=S)CCO1 (configuration not stated) | 25% | 39%[activator] | -3 | 4% | -14 | -2%
Cc1cc(OC(=O)c2cccs2)c2c3c(c(=O)oc2c1)CCCC3 | 54%[activator] | 5.9µM* | -3 | ? | -14 | -1%
COc1ccccc1Nc1nc(C)cc(=O)[nH]1 | -3% | 15% | -1 | -9% | 84 | -5%
C/C(=N\Nc1ccc(C(F)(F)F)cc1[N+](=O)[O-])C1CC1 | 15% | -1% | -1 | 2% | 7 | 3%
CCOC(=O)c1cc2c(=O)n3ccccc3nc2n(C(C)C)c1=NC(=O)c1c(-c2c(F)cccc2Cl)noc1C | ? | 3.7µM* | -1 | 2µM* | -15 | 0%
O=C(Nc1ccc(F)cc1)c1cccnc1N1CCCCC1 | ? | . | -4 | -10% | -9 | 15%
CN(CC(=O)Nc1ccc(Cl)c(Cl)c1)Cc1nnc(-c2ccc(F)cc2)o1 | 17% | -3% | 19 | 5% | 14 | 1%
Cc1ccc(CSCCNS(C)(=O)=O)cc1 | . | 20% | -1 | 10% | -3 | -8%
Cc1cc(NC(=O)CSc2n[nH]c(-c3ccc(Cl)cc3Cl)n2)no1 | -8% | 13% | . | ? | . | .
COc1cccc(CN2CCNC(=O)C2CC(=O)NCCCN2CCCC2=O)c1 (configuration not stated) | -33% | -2% | -2 | 28% | -1 | .
COc1cccc(-n2c(CCn3nc(C)c([N+](=O)[O-])c3C)n[nH]c2=S)c1 | 13% | -11% | 10 | 13% | -3 | -6%
Cc1cccc(CN2CCC(CNC(=O)CCNC(=O)Cn3ccc4ccccc4c3=O)CC2)c1 | . | -4% | 3 | 0% | 23 | -1%
C=CCc1c(C)nc2c(OC)cccc2c1Cl | ? | 9% | 14* | ? | 34 | -5%
CCOC(=O)c1c(C)nn(-c2ncccc2NC(=O)CCC(=O)O)c1C | -10% | -3% | -1 | -9% | 7 | 0%
Cc1cc(C(=O)CN2C(=O)C3CC=CCC3C2=O)c(C)n1-c1ccccc1 (configuration not stated) | 215%[activator] | 110%[activator] | 58* | -21% | 111* | -4%
Cc1ccc(Cn2c(SCC(=O)NCC3CCCO3)nc3c2c(=O)n(C)c(=O)n3C)cc1 (configuration not stated) | 23% | 11% | -2 | ? | 4 | 1%

Single records, as listed above. Values in the order: Pf growth 96h | Pf growth 48h | Cycloheximide cs | HCV inh | Shiga toxin inh | Giardia FBPA inh
Cc1ccc(CSCCNS(C)(=O)=O)cc1 is entered as . | 20% | -1 | 10% | -3 | -8%
CCC(=O)Nc1nnc(-c2cccs2)s1 is entered as 35%[activator] | 5% | 14 | 13% | 9 | 5%
COc1cccc(NC(=O)c2cnc[nH]2)c1 is entered as 0% | 64%[activator] | 33* | 7% | 41* | 4%

The results go on.
canonical_smiles | Pf growth 96h | Pf growth 48h | Cycloheximide cs | HCV inh | Shiga toxin inh | Giardia FBPA inh
Cc1nn(Cc2ccc(Cl)cc2)c(C)c1N | -35% | -28% | 8 | 12% | 24 | -6%
Cc1ccccc1CC(=O)NC1CCN(C)CC1 | ? | 5% | -3 | 26% | -4 | -6%
CCS(=O)(=O)N1CCC(C(=O)NCc2cc(OC)ccc2OC)CC1 | . | 4% | -2 | 12% | 3 | 7%
CCNC(=O)/C(=C\c1ccc2c(c1)OCO2)NC(=O)c1ccc(Br)cc1 | 32%[activator] | 28% | 2 | -7% | -1 | 6%
CCCC(CCC)C(=O)Nc1c[nH]c(=O)[nH]c1=O | -19% | . | 2 | -1% | -8 | 0%
CCOC(=O)NC(=S)Nc1cccc(NC(=S)NC(=O)OCC)c1 | ? | 3% | 1 | 1% | -8 | ?
Cc1ccc(-n2cccn2)c([C@@H]2C[C@H]3CN(C)C(=O)[C@]34CCCN24)c1 | ? | ? | -1 | 5% | -1 | 2%
COc1cc(S(=O)(=O)N(Cc2ccccn2)Cc2ccco2)ccc1-n1cnnn1 | 25% | ? | -2 | 3% | 9 | 2%
Cc1ccc(S(=O)(=O)Nc2ccc3c(c2)nc(CCN2CCCC2)n3C)cc1 | ? | ? | 9 | -27% | -3 | -19%
O=[N+]([O-])c1ccc(N2CCN(C(=S)Nc3cccc(F)c3)CC2)cc1 | -14% | 3.3µM* | -4 | ? | -3 | -5%
